# Assay outcomes (PubChem BioAssay)
# AHR activator: activates the human aryl hydrocarbon receptor; activation, % at 5 µM; AHR-responsive luciferase reporter cells, luminescence; P35869; AID 2796; actives 2.5% (n = 320,000); in the data active = activation above about 47%;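 note: 0% = vehicle wells and 100% = reference agonist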
# CR mimetic SO: caloric restriction mimetics inhibiting age-related superoxide in yeast; S. cerevisiae aged cells, superoxide DHE fluorescence; stronger effect = lower value; superoxide response (% of plate mean), % at 10 µM; actives 0.18% (n = 330,000); AID 2690;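 active = superoxide response under a set limit, about three screen SD below normal, cut at about 65% in these data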;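 note: yeast aged for seven days with compound at 30 °C before DHE staining; 100% = average MFI of all compound-treated wells on the plate with controls excluded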
# procasp7 counter: counter-screen: procaspase-7 (human) activation; recombinant procaspase-7, Ac-DEVD-pNA absorbance 405 nm; D23A/D198A/D206A triple mutant, cannot self-cleave; scale: DMSO 0, 5 µM enzyme 100; activation, % at 8.5 µM; actives 0.093% (n = 330,000);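 active = percent activation above the screen-wide mean plus 3 SD, cut at about 25% in these data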
# Target sequence (P55210 whole entry D23A/D198A/D206A): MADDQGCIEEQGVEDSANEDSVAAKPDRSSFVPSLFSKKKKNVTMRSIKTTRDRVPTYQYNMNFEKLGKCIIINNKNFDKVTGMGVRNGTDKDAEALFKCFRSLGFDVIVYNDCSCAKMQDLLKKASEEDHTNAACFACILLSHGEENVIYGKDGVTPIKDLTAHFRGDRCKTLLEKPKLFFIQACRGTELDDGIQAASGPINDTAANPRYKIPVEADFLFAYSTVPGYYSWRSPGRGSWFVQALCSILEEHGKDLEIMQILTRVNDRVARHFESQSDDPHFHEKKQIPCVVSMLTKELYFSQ
#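 Assay system – Uncleavable procaspase-7 mutant enzyme · Quantity – 2 µM procaspase-7 mutant as dispensed · Times – 1 h preincubation, 2 h reaction · Dosing – single nominal 8.5 µM compound dose, 0.8% DMSO final · Buffer or medium – Zinc-free 50 mM HEPES buffer, pH 7.4, with NaCl and Triton X-100 · Detection – Epi-absorbance of released pNA at 405 nm, two timepoints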
# MEP2 TOR yeast: modulators of TOR pathway MEP2-GFP in S. cerevisiae; S. cerevisiae MEP2-GFP strain, flow cytometry GFP, 3 h; 100% = DMSO control level; GFP response vs DMSO, % at 10 µM; actives 0.51% (n = 330,000);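 active = GFP response versus DMSO above a set limit, roughly screen mean plus 3 SD, cut at about 180% in these data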;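 note: median GFP fluorescence of the barcode-gated MEP2-GFP cells per well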
# LAP4 TOR yeast: modulators of TOR pathway LAP4-GFP in S. cerevisiae | S. cerevisiae LAP4-GFP multiplex, flow cytometry GFP, 3 h; median GFP as percent of DMSO wells | GFP response vs DMSO, % at 10 µM | actives 0.34% (n = 320,000);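 active = GFP response vs DMSO above a set limit, about the screen mean plus 3 SD, cut at about 150% in these data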
# proCasp3 act: activators of human procaspase-3; P42574; recombinant procaspase-3 D3A, Ac-DEVD-pNA absorbance 405 nm; activation, % at 8.5 µM; actives 0.11% (n = 330,000); AID 463141;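 active = activation above the mean of all tested compounds plus 3 SD, cut at about 21% in these data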;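 note: 0% = DMSO alone and 100% = DMSO wells spiked with extra 5 µM PC-3 D3A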
# Target sequence (P42574 whole entry D9A/D28A/D175A): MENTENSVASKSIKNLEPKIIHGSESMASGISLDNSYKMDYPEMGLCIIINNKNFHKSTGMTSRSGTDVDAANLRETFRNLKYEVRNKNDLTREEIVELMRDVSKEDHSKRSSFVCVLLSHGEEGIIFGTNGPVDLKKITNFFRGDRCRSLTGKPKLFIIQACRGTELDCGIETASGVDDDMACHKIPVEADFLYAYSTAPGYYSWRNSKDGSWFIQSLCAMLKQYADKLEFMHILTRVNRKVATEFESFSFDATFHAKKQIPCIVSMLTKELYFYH
#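 Evaluation: percent activation relative to control range; Material: Procaspase-3 D3A mutant, all three cleavage aspartates alanine; Compound: single dose, 8.5 µM nominal compound, 0.8% DMSO; Replication: one well per compound; Signal: absorbance at 405 nm, 0 and 120 min; Schedule: 1 h preincubation plus 2 h reaction at 25 °C.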
# GASC-1 inh: human JMJD2C demethylase inhibition | inhibition, % at 2.35 µM | GST-JMJD2C(1-420) H3K9me3 demethylation, DELFIA europium | Q9H3R0 | actives 0.069% (n = 330,000) | AID 2099;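 active = more than half of a compound's replicate wells show inhibition beyond 50%, single wells judged on their own value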;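 note: signal counts dimethyl H3K9 product captured on neutravidin plate; 0% = median of DMSO wells and 100% = 0.3 times that DMSO median; strong numbers were not always called active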
# Target sequence (Q9H3R0 1-420 limits assumed): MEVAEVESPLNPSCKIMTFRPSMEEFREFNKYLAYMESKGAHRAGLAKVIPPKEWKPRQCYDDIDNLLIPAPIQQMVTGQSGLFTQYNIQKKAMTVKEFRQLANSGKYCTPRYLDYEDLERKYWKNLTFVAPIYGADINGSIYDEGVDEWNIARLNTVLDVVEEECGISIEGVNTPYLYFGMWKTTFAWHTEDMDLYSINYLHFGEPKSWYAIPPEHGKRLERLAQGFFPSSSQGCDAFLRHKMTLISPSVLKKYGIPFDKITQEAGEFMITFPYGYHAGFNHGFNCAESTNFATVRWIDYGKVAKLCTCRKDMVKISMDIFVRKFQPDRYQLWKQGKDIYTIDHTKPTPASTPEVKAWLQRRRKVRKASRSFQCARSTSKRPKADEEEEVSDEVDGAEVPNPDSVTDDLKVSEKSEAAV
# RPL19A TOR yeast: yeast TOR pathway RPL19A-GFP modulation; percent response vs DMSO, % at 10 µM; AID 2025; actives 0.3% (n = 330,000); S. cerevisiae RPL19A-GFP strain, flow cytometry, 3 h; stronger effect = lower value;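 active = percent response vs DMSO below 50%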;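 note: median channel GFP fluorescence of the barcoded RPL19A-GFP strain; ratio of sample median GFP to plate DMSO average so 100% = DMSO; lower means less RPL19A-GFP as with rapamycin TOR inhibition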
# * hit, by the source's call; / = not tested or not shown; [ ] = remark or other dose. Compounds were not picked by outcome; any-hit rate near 3.8%.
SMILES,AHR activator,CR mimetic SO,procasp7 counter,MEP2 TOR yeast,LAP4 TOR yeast,proCasp3 act,GASC-1 inh,RPL19A TOR yeast
Cc1ccc(NC(=O)CSCC(=O)N(C)CC(=O)Nc2cccc3ccccc23)cc1,14,94,-1,95,83,-6,-9,89
COCC(C)n1c(SCc2cc(C(=O)OC)c(C)o2)nc2ccccc2c1=O (centres undefined),1,97,-6,99,101,-1,3,95
COc1ccc(CC(=O)Nc2ccc(C(=O)O)cc2NC(=O)Cc2ccc(OC)cc2)cc1,-1,103,-3,98,103,5,11,95
COC(=O)C1=C(C)N(CCCC(=O)O)C(=O)NC1c1ccc(C(F)(F)F)cc1 (centres undefined),-1,101,7,98,137,-4,4,101
Cc1cccc(NC(=O)NCC(c2ccc(F)cc2)N2CCN(C)CC2)c1 (centres undefined),12,99,2,100,95,5,-3,101
O=C(Cn1nnc2ccccc21)OCc1ccccc1,1,92,-1,73,117,-3,13,94
N=C1c2ccccc2CN1NC(=O)c1cccc(S(=O)(=O)N2CCCC2)c1,5,99,-3,104,90,6,-22,102
O=c1c2ccccc2nnn1CSc1nnc(-c2ccc3c(c2)OCO3)o1,3,80,4,113,99,1,13,111
O=C(NCc1ccccc1)c1ccc2c(c1)OCCO2,2,95,3,108,117,-2,48,105
Cc1cc(NC(=O)CSc2ccccn2)no1,0,113,8,88,103,-8,0,96
COCc1cccc(C(=O)NC(c2ccccc2)c2ccccc2)c1,3,108,0,101,97,6,1,100
CCN(CC)CCN=CC1=C(O)CNC1=O,-1,108,8,93,96,5,7,95
CCN(CC)C(=N)N1c2ccccc2CCC1C (centres undefined),1,103,0,105,99,-1,-14,100
Cc1nc2[nH]c(=S)n(C)c(=O)c2nc1C,-1,109,2,107,98,-4,6,100
Cc1cccc(C(=O)NCC(=O)OCC(=O)N2CCCCC2)c1,-1,119,2,93,98,4,9,93
CC12CCC(C(=O)N3CCN(C(c4ccccc4)c4ccccc4)CC3)(OC1=O)C2(C)C (centres undefined),-1,111,6,97,97,-18,15,99
O=C(OCC(=O)N1CCCC1)c1ccc(Cl)nc1,-1,100,-9,103,112,-4,/,98
Cc1cccc(C(C)n2nnc3ccccc32)c1O (centres undefined),6,98,2,88,122,2,/,100
CC1Cc2nc(SCC(=O)Nc3ccccc3F)n(C)c(=O)c2S1 (centres undefined),0,110,-1,106,100,-9,6,97
COc1ccc(CN(CC(=O)NC2CCCC2)C(=O)CCC(=O)Nc2nc(C)cs2)cc1,2,97,-3,103,96,5,-3,102
O=C(c1cccs1)N1N=C(c2ccc(O)cc2)CC1c1ccccc1 (centres undefined),2,109,6,103,111,7,9,107
O=C(c1ccc(F)cc1)c1cn(Cc2ccc(F)cc2)c2cc3c(cc2c1=O)OCCO3,8,104,1,103,90,1,12,97
COC1CCCN(C(=O)c2cccc(OC3CCN(S(C)(=O)=O)CC3)c2)C1 (centres undefined),1,100,5,107,93,-1,1,100
NNC(=O)C=C1CCN(c2ncc(C(F)(F)F)cc2Cl)CC1,0,99,11,89,85,-3,6,99
CCNC(=S)NNC(=O)c1ccoc1C,4,103,10,99,95,4,-18,100
C/C(=N\NC(=O)c1ccc(Cn2cc(Br)cn2)o1)c1cccc(NC(=O)C(C)(C)C)c1,15,102,-8,104,94,7,5,109
COc1cc(OC)cc(C(=O)Nc2cccc3cccnc23)c1,50*,99,-11,103,99,3,-20,102
CCOC(CCc1c(C)nc(NC(C)=O)[nH]c1=O)OCC,/,110,/,102,96,/,6,102
Cc1ccc(-n2c(C)nc3c(cnn3-c3ccc(F)cc3)c2=O)cc1C,-2,110,5,102,92,-2,2,103
Cc1ccccc1S(=O)(=O)Cc1ccc(C(=O)N2CCN(C3CCCCC3)CC2)o1,2,107,-6,109,101,8,-2,101
Cc1ccc(NC(=O)CNc2ccccc2CN(C)C2CCCCC2)cc1,5,84,-4,106,107,6,-1,105
Cn1c(=O)oc2cc(S(=O)(=O)NCCc3ccccc3)ccc21,-5,92,10,95,95,-1,8,94
COc1ccc(S(=O)(=O)NCC2CCCN(Cc3ccccc3Cl)C2)cc1 (centres undefined),0,112,6,103,102,6,-13,105
CCCn1c(N)c(C(=O)CSc2nc(C)nc3sc(C)c(C)c23)c(=O)[nH]c1=O,28,111,2,116,115,-10,-6,93
COc1ccc(-c2ccc(S(=O)(=O)N3CCCC3)cc2)cc1,0,103,-1,94,122,8,0,97
CCn1ncc(Cl)c1C(=O)NC(C)c1ccccc1 (centres undefined),0,113,1,100,95,1,5,98
Cc1cccc(C(=O)OCC(=O)N2CCCCCC2)c1,0,100,16,96,98,3,-2,93
O=C(OCc1ccc(F)cc1)c1ccc2c(c1)-c1ccccc1C2=O,2,96,5,263*[may fluoresce violet],96[may fluoresce violet],2,0,43*[may fluoresce violet]
Cc1c(C(=O)NCc2cccnc2)oc2c1C(=O)CC(C)(C)C2,17,97,-4,100,96,-4,3,106
CCOc1ccc(-c2nc(CSCC(=O)N3CCN(c4cccc(OC)c4)CC3)c(C)o2)cc1,-11,117,-2,98,92,-6,4,91

# 14 successive entries out of the list so far:
SMILES,AHR activator,CR mimetic SO,procasp7 counter,MEP2 TOR yeast,LAP4 TOR yeast,proCasp3 act,GASC-1 inh,RPL19A TOR yeast
COc1cc(OC)cc(C(=O)Nc2cccc3cccnc23)c1,50*,99,-11,103,99,3,-20,102
CCOC(CCc1c(C)nc(NC(C)=O)[nH]c1=O)OCC,/,110,/,102,96,/,6,102
Cc1ccc(-n2c(C)nc3c(cnn3-c3ccc(F)cc3)c2=O)cc1C,-2,110,5,102,92,-2,2,103
Cc1ccccc1S(=O)(=O)Cc1ccc(C(=O)N2CCN(C3CCCCC3)CC2)o1,2,107,-6,109,101,8,-2,101
Cc1ccc(NC(=O)CNc2ccccc2CN(C)C2CCCCC2)cc1,5,84,-4,106,107,6,-1,105
Cn1c(=O)oc2cc(S(=O)(=O)NCCc3ccccc3)ccc21,-5,92,10,95,95,-1,8,94
COc1ccc(S(=O)(=O)NCC2CCCN(Cc3ccccc3Cl)C2)cc1 (centres undefined),0,112,6,103,102,6,-13,105
CCCn1c(N)c(C(=O)CSc2nc(C)nc3sc(C)c(C)c23)c(=O)[nH]c1=O,28,111,2,116,115,-10,-6,93
COc1ccc(-c2ccc(S(=O)(=O)N3CCCC3)cc2)cc1,0,103,-1,94,122,8,0,97
CCn1ncc(Cl)c1C(=O)NC(C)c1ccccc1 (centres undefined),0,113,1,100,95,1,5,98
Cc1cccc(C(=O)OCC(=O)N2CCCCCC2)c1,0,100,16,96,98,3,-2,93
O=C(OCc1ccc(F)cc1)c1ccc2c(c1)-c1ccccc1C2=O,2,96,5,263*[may fluoresce violet],96[may fluoresce violet],2,0,43*[may fluoresce violet]
Cc1c(C(=O)NCc2cccnc2)oc2c1C(=O)CC(C)(C)C2,17,97,-4,100,96,-4,3,106
CCOc1ccc(-c2nc(CSCC(=O)N3CCN(c4cccc(OC)c4)CC3)c(C)o2)cc1,-11,117,-2,98,92,-6,4,91

# New compounds follow.
SMILES,AHR activator,CR mimetic SO,procasp7 counter,MEP2 TOR yeast,LAP4 TOR yeast,proCasp3 act,GASC-1 inh,RPL19A TOR yeast
Cc1ccc(NC(=O)N2N=C(c3ccc(F)cc3)CC2c2ccc(F)cc2)cc1 (centres undefined),25,108,15,95,86,4,4,101
COc1ccccc1NC(=O)Cn1cnc2c(oc3nc4c(cc32)CCCC4)c1=O,4,93,1,105,92,2,5,96
O=C(NCc1ccccc1)c1ccc(CN2CCC(Cc3ccccc3)CC2)cc1,/,100,/,136,119,/,6,101
Cc1ccc(C(=O)CSc2ncnc3sc4c(c23)CCCC4)cc1,7,87,5,105,107,8,7,99
CN(C)C(CNC(=O)c1ccc(S(=O)(=O)N(C)C)cc1)Cc1ccccc1 (centres undefined),0,108,7,103,101,0,10,92
COc1ccc2c3c([nH]c2c1)C1(NCC3)C(=O)Nc2ccccc21 (centres undefined),2,110,4,106,110,-3,-1,103
COc1cccc(/C=C2/SC(=S)N(CC(=O)NC3C=CS(=O)(=O)C3)C2=O)c1 (centres undefined),2,103,-19,107,97,-4,-12,101
Cc1nn(-c2ccccc2)c(C)c1NC(=O)COC(=O)c1ccc(Cl)c(S(N)(=O)=O)c1,-2,97,0,98,102,0,5,98
CC(C)(C)C(=O)C1=C(O)C(=O)N(Cc2ccccc2)C1c1ccccc1F (centres undefined),1,87,0,99,82,9,-2,103
O=C(CC1SC(=NCc2ccccc2)NC1=O)Nc1ccccc1 (centres undefined),14,72,8,114,97,2,-6,106
CCOc1ccc(NC(=O)c2ccc(N3CC4CC(C3)c3cccc(=O)n3C4)c(NC(=O)CCN3CCOCC3)c2)cc1 (centres undefined),-1,114,7,96,96,7,3,94
Cc1ncc(CO)c2c1Oc1nc(-c3ccccc3F)nc(SCC(=O)N(C)c3ccccc3)c1C2,1,108,3,100,104,-6,-5,97
O=C(Cn1cc(C(F)(F)F)cc(Cl)c1=O)Nc1cccc(Cl)c1,16,98,-4,103,103,4,-7,99
CCc1ccc(S(=O)(=O)N2CCN(C(=O)c3cccnc3)CC2)cc1,-1,98,0,107,91,4,-1,106
O=c1[nH]c(C2CCN(S(=O)(=O)c3ccccc3)CC2)nc2c1nnn2Cc1cccc(Cl)c1,6,124,3,106,102,0,-33,100
CCOC(=O)Cn1nnnc1C(CC)N(Cc1cc2ccc(C)cc2[nH]c1=O)C1CCCC1 (centres undefined),3,105,-7,108,101,2,-11,106
C=CCNC(=S)N1CCC(C(=O)c2ccc(F)cc2)CC1,-1,103,0,98,96,6,11,100
C=CCOC(=O)C1=C[C@@H](c2ccc3c(c2)OCO3)C[C@@H](OCCCCO)O1,2,113,-6,97,123,-2,6,103
Nc1ccc(S(=O)(=O)Nc2nccc(/C=C/c3ccc(Cl)cc3)n2)cc1,0,99,-1,96,97,1,5,98
N#Cc1c(-c2ccco2)cc(C2CC2)nc1SCC(=O)c1ccccc1,11,104,2,107,97,-2,4,100
CC(C)Cc1nnc(NC(=O)C2CCCC2)s1,3,91,-1,112,105,-11,8,94
CCc1cccc(C)c1NC(=S)NCc1cccn1C,16,107,-12,116,99,0,8,109
Cc1ccccc1-n1c(C)nnc1SC(C)C(=O)NCC1CCCO1 (centres undefined),-1,79,2,99,100,3,/,98
COc1cc(/C=C2/C(=N)N3OC(C)=CC3=NC2=O)ccc1OC(=O)c1ccco1,1,80,6,102,96,8,1,98
